Bioassay records deposited in PubChem by several laboratories.
Ba/F3 V617F tox: loss of viability in JAK2V617F-driven Ba/F3 cells; Ba/F3 EpoR-JAK2V617F viability, ATP luminescence; inhibition, % at 5.6 µM; hit rate 1.1% among 220,000; AID 1446;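 active = inhibition above the campaign mean plus 3 SD over all tested compounds, cut at about 24% in these data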;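 also: cytokine-independent growth of Ba/F3 cells driven by EpoR plus mutant JAK2; 0% = DMSO-treated cells and 100% = JAK inhibitor I control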
PERK inh: blocks human PERK kinase. Q9NZJ5. CHO PERK-DD fusion, SEAP luminescence translation reporter. inhibition, % at 5.6 µM. hit rate 0.17% among 220,000. AID 1416;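 active = inhibition above the mean inhibition of all tested compounds plus 3 SD, set separately per screening campaign, cut at about 2.9% in these data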;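 also: PERK kinase domain activated by AP20187 dimerizer at 100 nM; 0% = DMSO with dimerizer and 100% = rapamycin at 8.4 µM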
Mdm2 ligase inh: inhibitors of human Mdm2 E3 ubiquitin ligase; Q00987; cell-based MDM2 ubiquitination luciferase reporter, 2 h; 0 = plate control, 100 = twice control, blank-subtracted; signal enhancement, % at 5 µM; hit rate 0.11% among 210,000; AID 1230;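 active = signal enhancement of 30% or more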;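 also: luminescence tracks abundance of the self-degrading MDM2-luciferase fusion protein; higher signal means inhibition of MDM2 E3 ligase activity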
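Assay system: stable mammalian line carrying autodegrading MDM2–luciferase fusion reporter; amount: 2000 cells seeded into each well; buffer or medium: DMEM; benchmarks: plate control and blank wells; signal: luciferase luminescence; timing: 2 h compound exposure at 37 °C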
S1P4 antag: antagonists of human S1P4 receptor. O95977. inhibition, % at 4.98 µM. AID 1510. hit rate 0.26% among 220,000. S1P4-expressing cells, antagonist mode, reporter read-out; in the data active = inhibition above about 29%;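 also: 0% = wells stimulated with agonist and 100% = vehicle wells without agonist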
Target sequence (O95977 whole entry, looked up): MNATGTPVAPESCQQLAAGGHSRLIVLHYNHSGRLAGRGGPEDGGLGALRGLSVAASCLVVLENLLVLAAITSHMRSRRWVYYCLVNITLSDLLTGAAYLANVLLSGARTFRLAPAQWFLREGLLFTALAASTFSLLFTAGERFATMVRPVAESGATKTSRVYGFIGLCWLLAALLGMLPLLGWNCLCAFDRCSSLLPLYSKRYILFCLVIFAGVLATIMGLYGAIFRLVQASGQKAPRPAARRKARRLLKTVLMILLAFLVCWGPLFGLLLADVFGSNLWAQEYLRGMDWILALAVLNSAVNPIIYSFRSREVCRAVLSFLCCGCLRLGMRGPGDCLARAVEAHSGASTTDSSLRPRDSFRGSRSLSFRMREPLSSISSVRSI
NPY-Y2 PAM-ag: potentiates or activates human NPY-Y2 receptor; P49146; cells expressing NPY-Y2, potentiator/agonist read-out; activation, % at 3.6 µM; hit rate 0.45% among 220,000; in the data active = activation above about 27%;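 also: cells stimulated with NPY near EC25 plus isoproterenol at EC100; 0% = vehicle plus submaximal agonist and 100% = vehicle plus saturating agonist; some results beyond the cut were filed as inactive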
eIF4E-4G inh: eIF4E/eIF4G interaction inhibition in translation initiation. P63073+Q04637. TR-FRET eIF4E-eIF4GI(517-606) binding, 2 h. inhibition, % at 21.7 µM. hit rate 0.37% among 220,000. AID 782;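 active = inhibition above about 30%, limit read from the data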;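 also: 0% = full FRET control wells and 100% = background wells lacking eIF4GI fragment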
BaF3 parental: counter-screen for JAK2V617F inhibitors: parental Ba/F3 viability inhibitors. CellTiter-Glo ATP luminescence. hit rate 1.1% among 220,000. inhibition, % at 5.6 µM. AID 1486;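 active = inhibition above a per-campaign cutoff, the mean inhibition of all tested compounds plus 3 SD, cut at about 27% in these data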;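 also: 0% = DMSO wells and 100% = JAK Inhibitor I control wells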
Wee1 degr inh: human Wee1 degradation inhibition, primary screen; hit rate 1.2% among 220,000; reporter increase, % at 5 µM; HeLa Luc-Wee1K328M stability, luciferase luminescence; 100% = proteasome inhibitor MG132 effect; P30291; AID 1321;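 active = activation above the mean of all tested compounds plus 3 SD, set per screening run, cut at about 8.8% in these data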;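 also: cells exposed to compound for 20 h before luminescence read; 0% = DMSO alone and 100% = MG132 at 30 µM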
Target sequence (P30291 whole entry K328M): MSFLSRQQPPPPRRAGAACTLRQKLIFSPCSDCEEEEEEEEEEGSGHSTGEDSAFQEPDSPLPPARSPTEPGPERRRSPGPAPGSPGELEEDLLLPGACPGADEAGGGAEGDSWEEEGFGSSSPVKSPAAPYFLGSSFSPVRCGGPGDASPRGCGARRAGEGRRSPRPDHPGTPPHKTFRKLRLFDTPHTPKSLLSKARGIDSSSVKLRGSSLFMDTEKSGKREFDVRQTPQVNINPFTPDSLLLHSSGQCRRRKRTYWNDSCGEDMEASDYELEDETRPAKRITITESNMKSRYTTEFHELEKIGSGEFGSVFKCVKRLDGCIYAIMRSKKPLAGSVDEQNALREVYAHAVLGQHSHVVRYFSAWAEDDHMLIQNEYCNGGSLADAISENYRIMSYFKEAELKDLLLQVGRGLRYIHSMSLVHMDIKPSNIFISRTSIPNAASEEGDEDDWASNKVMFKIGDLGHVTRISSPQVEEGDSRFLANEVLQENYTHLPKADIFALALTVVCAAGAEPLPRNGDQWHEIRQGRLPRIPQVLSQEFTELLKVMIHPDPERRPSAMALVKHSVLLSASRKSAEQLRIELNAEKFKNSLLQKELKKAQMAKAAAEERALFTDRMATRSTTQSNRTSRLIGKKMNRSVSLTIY
S1P4 agonist: human S1P4 receptor agonism | hit rate 0.35% among 220,000 | S1P4-expressing cell line, agonist reporter assay | O95977 | AID 1509 | activation, % at 4.98 µM; in the data active = activation above about 11%;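 also: 0% = DMSO vehicle and 100% = reference agonist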
* hit, by the source's call; [ ] = dose if it differs, or a comment.

`CC1CCN(c2nc3c(c(=O)[nH]c(=O)n3C)n2CC(C)CSc2nnnn2-c2ccccc2)CC1` (stereo not drawn) gave Ba/F3 V617F tox -0.6, PERK inh -0.1, Mdm2 ligase inh 5.0, S1P4 antag -13.3, NPY-Y2 PAM-ag 3.3, eIF4E-4G inh -0.7, BaF3 parental 1.2, Wee1 degr inh 0.6 and S1P4 agonist 1.2.
O=C(Nc1ccc2c(c1)OCCO2)N1CCN(c2ccc(F)cc2)CC1 was read as Ba/F3 V617F tox 2.7, PERK inh 0.7, Mdm2 ligase inh -9.0, S1P4 antag -14.9, NPY-Y2 PAM-ag 4.0, eIF4E-4G inh -8.3, BaF3 parental 10.8, Wee1 degr inh 3.6 and S1P4 agonist 1.5.
For COC(=O)C1C(C(=O)OC)C1(c1ccccc1)c1ccccc1 (stereo not drawn) the results were Ba/F3 V617F tox -4.4, PERK inh -0.8, Mdm2 ligase inh -5.0, S1P4 antag -3.8, NPY-Y2 PAM-ag -4.5, eIF4E-4G inh -1.1, BaF3 parental -1.5, Wee1 degr inh 1.3 and S1P4 agonist 0.3.
N/C(CCCN1CCCCC1)=N/O was read as Ba/F3 V617F tox 2.0, PERK inh 1.2, Mdm2 ligase inh -38.1, S1P4 antag 1.6, NPY-Y2 PAM-ag -8.0, eIF4E-4G inh 12.3, BaF3 parental -2.0, Wee1 degr inh -0.1 and S1P4 agonist -1.1.
`CCOC(=O)Cc1csc(NC(=O)/C=C\c2ccccc2Cl)n1` gave Ba/F3 V617F tox 0.5, PERK inh -0.3, Mdm2 ligase inh -21.7, S1P4 antag 1.0, NPY-Y2 PAM-ag -6.4, eIF4E-4G inh -2.2, BaF3 parental 12.1, Wee1 degr inh -1.4 and S1P4 agonist 0.9.
Screening COc1ccc(Nc2nc(C)cc(C)c2C#N)cc1 returned Ba/F3 V617F tox -1.1, PERK inh -0.1, Mdm2 ligase inh -4.5, S1P4 antag -1.8, NPY-Y2 PAM-ag 1.0, eIF4E-4G inh -3.4, BaF3 parental -3.0, Wee1 degr inh -1.6 and S1P4 agonist 0.7.
`COc1ccccc1OCC(=O)Nc1ccc(CSc2ccccc2)cc1C` gave Ba/F3 V617F tox 1.5, PERK inh 0.3, Mdm2 ligase inh 11.9, S1P4 antag -0.9, NPY-Y2 PAM-ag -0.2, eIF4E-4G inh -4.2, BaF3 parental 4.0, Wee1 degr inh 3.8 and S1P4 agonist -6.2.
`CCCCOC(=O)Nc1ccc(S(=O)(=O)Nc2nc(C)cc(C)n2)cc1` gave Ba/F3 V617F tox -3.2, PERK inh 0.8, Mdm2 ligase inh -13.4, S1P4 antag -7.7, NPY-Y2 PAM-ag 4.9, eIF4E-4G inh -0.5, BaF3 parental 3.2, Wee1 degr inh -2.2 and S1P4 agonist -2.5.
`Cc1nnc(SCc2ccc([N+](=O)[O-])cc2)[nH]c1=O` gave Ba/F3 V617F tox 1.3, PERK inh -0.1, Mdm2 ligase inh -1.2, S1P4 antag 5.0, NPY-Y2 PAM-ag -1.2, eIF4E-4G inh -0.5, BaF3 parental 3.1, Wee1 degr inh -1.0 and S1P4 agonist 1.9.
N#Cc1c(NC(=O)CSc2ncnc3sccc23)oc(-c2ccco2)c1-c1ccco1 was read as Ba/F3 V617F tox -1.4, PERK inh 0.3, Mdm2 ligase inh -8.8, S1P4 antag 5.1, NPY-Y2 PAM-ag 2.3, eIF4E-4G inh 2.2, BaF3 parental -2.3, Wee1 degr inh 2.4 and S1P4 agonist -1.2.
Screening Cc1ccccc1C(=O)NCC(=O)Nc1ccccc1C(F)(F)F returned Ba/F3 V617F tox 0.1, PERK inh -0.2, Mdm2 ligase inh -33.6, S1P4 antag -4.5, NPY-Y2 PAM-ag -3.9, eIF4E-4G inh -0.7, BaF3 parental 1.5, Wee1 degr inh 2.0 and S1P4 agonist -2.5.
For CC1(C)CC(=O)c2cc(C(=O)N3CCN(CCO)CC3)c(=O)n(-c3ccc(Cl)cc3)c2C1 the results were Ba/F3 V617F tox 1.8, PERK inh -0.1, Mdm2 ligase inh -34.6, S1P4 antag -9.6, NPY-Y2 PAM-ag -3.9, eIF4E-4G inh 1.8, BaF3 parental 3.0, Wee1 degr inh 0.8 and S1P4 agonist 0.8.
Screening CC1=CC2=NC(=O)CC(C)(C(=O)N(CC(=O)NC(C)(C)C)Cc3ccccc3)N2C=C1 (stereo not drawn) returned Ba/F3 V617F tox 0.1, PERK inh 0.4, Mdm2 ligase inh 0.7, S1P4 antag -21.3, NPY-Y2 PAM-ag -0.6, eIF4E-4G inh 3.8, BaF3 parental 4.8, Wee1 degr inh -3.4 and S1P4 agonist -0.4.
`CNC1=C(N(C(C)=O)c2ccc(Br)cc2)C(=O)c2ccccc2C1=O` gave Ba/F3 V617F tox 100.5*, PERK inh -0.4, Mdm2 ligase inh 3.8, S1P4 antag 2.9, NPY-Y2 PAM-ag -10.8, eIF4E-4G inh 22.2, BaF3 parental 101.7*, Wee1 degr inh -5.2 and S1P4 agonist 2.2.
`CCN(CCNS(=O)(=O)c1ccc2[nH]c(=O)sc2c1)c1ccccc1` gave Ba/F3 V617F tox -4.9, PERK inh 0.7, Mdm2 ligase inh -54.6, S1P4 antag 0.0, NPY-Y2 PAM-ag 7.0, eIF4E-4G inh -0.6, BaF3 parental 2.1, Wee1 degr inh -3.7 and S1P4 agonist -0.6.
Screening CCCCOc1ccc(NC(=O)c2cnc(C)cn2)cc1 returned Ba/F3 V617F tox -3.6, PERK inh 0.0, Mdm2 ligase inh -10.8, S1P4 antag 1.7, NPY-Y2 PAM-ag -13.5, eIF4E-4G inh -12.5, BaF3 parental 3.4, Wee1 degr inh 3.6 and S1P4 agonist 0.9.
For O=C(Nc1nc(-c2cccs2)cs1)C1=COCCO1 the results were Ba/F3 V617F tox -2.7, PERK inh 0.9, Mdm2 ligase inh -17.2, S1P4 antag -4.7, NPY-Y2 PAM-ag 7.8, eIF4E-4G inh -1.9, BaF3 parental 5.3, Wee1 degr inh -0.9 and S1P4 agonist 0.9.
COCCNC(=O)Cn1c(=O)n(CCCCCC(=O)NCc2ccc3c(c2)OCO3)c(=O)c2sccc21 was read as Ba/F3 V617F tox -4.3, PERK inh 1.9, Mdm2 ligase inh -12.1, S1P4 antag -15.8, NPY-Y2 PAM-ag -7.6, eIF4E-4G inh 1.8, BaF3 parental 2.2, Wee1 degr inh 4.5 and S1P4 agonist -1.9.
C=CCc1cc(C)ccc1OCCn1ccnc1 was read as Ba/F3 V617F tox 3.1, PERK inh -0.7, Mdm2 ligase inh -11.8, S1P4 antag -23.9, NPY-Y2 PAM-ag 1.4, eIF4E-4G inh -15.6, BaF3 parental 4.0, Wee1 degr inh -2.7 and S1P4 agonist -0.9.
For Cc1ccc(S(=O)(=O)N(C)C)cc1[N+](=O)[O-] the results were Ba/F3 V617F tox -5.7, PERK inh 2.1, Mdm2 ligase inh -12.2, S1P4 antag 4.1, NPY-Y2 PAM-ag -7.2, eIF4E-4G inh 5.2, BaF3 parental 0.6, Wee1 degr inh 0.4 and S1P4 agonist -0.1.
`COc1ccc(CNc2nc(C)c([N+](=O)[O-])c(C)c2C#N)cc1` gave Ba/F3 V617F tox 4.3, PERK inh 0.2, Mdm2 ligase inh -12.3, S1P4 antag -4.1, NPY-Y2 PAM-ag -3.7, eIF4E-4G inh 3.7, BaF3 parental 3.0, Wee1 degr inh -0.5 and S1P4 agonist 1.2.
For CCOc1ccc(CCNC(=O)COC(=O)c2ccco2)cc1OCC the results were Ba/F3 V617F tox 0.2, PERK inh 1.0, Mdm2 ligase inh -7.3, S1P4 antag -14.1, NPY-Y2 PAM-ag -1.9, eIF4E-4G inh -6.6, BaF3 parental 0.9, Wee1 degr inh 1.4 and S1P4 agonist 0.9.
`CNc1ncnc(Sc2ccc(Cl)cc2)c1[N+](=O)[O-]` gave Ba/F3 V617F tox -3.3, PERK inh 0.9, Mdm2 ligase inh -5.6, S1P4 antag 9.3, NPY-Y2 PAM-ag 11.3, eIF4E-4G inh 1.9, BaF3 parental 4.1, Wee1 degr inh -0.5 and S1P4 agonist 1.4.
CCCC(c1nnnn1C(C)(C)CC)N1CCN(C2CCCC2)CC1 (stereo not drawn) was read as Ba/F3 V617F tox -0.9, PERK inh -0.3, Mdm2 ligase inh -10.8, S1P4 antag -4.5, NPY-Y2 PAM-ag -23.0, eIF4E-4G inh -5.9, BaF3 parental 2.0, Wee1 degr inh 2.4 and S1P4 agonist -3.7.
Screening N#Cc1cccc(C#N)c1N1CCC(C#N)CC1 returned Ba/F3 V617F tox -0.6, PERK inh 0.6, Mdm2 ligase inh 4.6, S1P4 antag 8.5, NPY-Y2 PAM-ag 12.5, eIF4E-4G inh -1.4, BaF3 parental -0.2, Wee1 degr inh 1.5 and S1P4 agonist -0.5.
COc1ccc(NC(=O)COC(=O)c2ccc(O)cc2)c([N+](=O)[O-])c1 was read as Ba/F3 V617F tox -3.2, PERK inh -0.3, Mdm2 ligase inh -3.4, S1P4 antag 19.9, NPY-Y2 PAM-ag -1.4, eIF4E-4G inh -5.6, BaF3 parental 1.0, Wee1 degr inh 1.6 and S1P4 agonist -0.1.
`CNC(=O)CN1C(=O)C2C3C=CC(C3)C2C1=O` (stereo not drawn) gave Ba/F3 V617F tox -4.6, PERK inh 1.1, Mdm2 ligase inh -15.6, S1P4 antag -3.6, NPY-Y2 PAM-ag 8.9, eIF4E-4G inh -3.6[fluorescence artefact?], BaF3 parental -0.7, Wee1 degr inh -1.6 and S1P4 agonist 0.5.
For C=CCn1c(SCC(=O)O)nnc1-c1cccc(Cl)c1 the results were Ba/F3 V617F tox -3.1, PERK inh 0.6, Mdm2 ligase inh -22.8, S1P4 antag -14.6, NPY-Y2 PAM-ag -4.3, eIF4E-4G inh 10.0, BaF3 parental 0.3, Wee1 degr inh 0.5 and S1P4 agonist -2.0.
Screening Cc1cccc(C(=O)Nc2ccc(CC(=O)O)cc2)c1 returned Ba/F3 V617F tox -1.8, PERK inh 1.0, Mdm2 ligase inh -3.3, S1P4 antag 5.7, NPY-Y2 PAM-ag 5.5, eIF4E-4G inh -1.7, BaF3 parental 6.2, Wee1 degr inh -1.5 and S1P4 agonist -4.0.
Screening Cn1c(N)c(C(=O)COC(=O)CCC2CCCC2)c(=O)n(C)c1=O returned Ba/F3 V617F tox 1.4, PERK inh 0.0, Mdm2 ligase inh -5.9, S1P4 antag -5.1, NPY-Y2 PAM-ag 1.9, eIF4E-4G inh 0.3, BaF3 parental 3.2, Wee1 degr inh -1.2 and S1P4 agonist 1.3.
For COCCNC(=O)Cn1nc(C)c([N+](=O)[O-])c1C the results were Ba/F3 V617F tox -0.5, PERK inh 0.6, Mdm2 ligase inh 1.9, S1P4 antag -21.6, NPY-Y2 PAM-ag 6.3, eIF4E-4G inh -0.1, BaF3 parental 5.6, Wee1 degr inh 1.2 and S1P4 agonist 1.3.
COc1ccc(CN2CCCCC2C)c(C)c1C (stereo not drawn) was read as Ba/F3 V617F tox -0.7, PERK inh 0.5, Mdm2 ligase inh -1.4, S1P4 antag -15.9, NPY-Y2 PAM-ag 0.9, eIF4E-4G inh -1.4[fluorescence artefact?], BaF3 parental 5.8, Wee1 degr inh 0.5 and S1P4 agonist 2.3.
